PKM2 act: PKM2 (human) enzyme activation; Potency, µM (series often up to 57.5 µM), for inactives: at the highest dose activation, most hits filed as activators; 260,000 tested, 0.34% active; P14618; purified PKM2, Kinase-Glo ATP luminescence, activation; response scale: 0% is enzyme alone, no compound; note: potency is the fitted concentration of half-maximal effect; % is set by controls: 0 for no effect and ±100 for the full control effect; nearly all actives have a fitted effect of over 55% in size
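hPK-M2, >95% pure; 0.1 mM ADP / 0.5 mM PEP final; imidazole pH7.2 buffer w/ 7 mM MgCl2, 50 mM KCl; 1 h RT; Kinase-Glo lum. Intermediate enzyme activity for dual inhibitor/activator qHTS.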
Chronic BCR inh: inhibitors of chronic active B-cell receptor signaling. ABC-DLBCL IkBa-CBG/CBR reporter, luminescence ratio, 4 h. Potency, µM (doses to about 46.1 µM), for inactives: at the highest dose ratio change, negative = lower green/red ratio, actives largely listed as inhibitors. 340,000 tested, 0.05% active. AID 493014; active = well fitted inhibition curve with a large enough effect in the signal ratio, with a control signal flat, not every such curve was filed as active; inconclusive = small, poorly fitted or top-dose-only effect, or effect the other way, or a change in a side signal; the % refers to the signal ratio;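 note: potency is the fitted concentration of half-maximal effect; plate controls were basal doxycycline-induced cells for no effect and cells given 10 µM MG132 for full effect; MG132 reads +100%, hits lower the ratio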
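Cell line TMD8 (human ABC DLBCL), stably expressing tet-inducible CBG68-IkBa fusion and CBR; IMDM/0.5% FBS; cpd up to 46 uM; dox induction, 4 h, 37C/5% CO2; dual luminescence; green/red ratio; MG132 control.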
Menin-MLL TR inh: inhibitors of human menin-MLL interaction, mutant MLL peptide. Menin + Texas Red MLL mutant peptide, fluorescence polarization. Potency, µM (top dose mostly 61.6 µM), for the others: at the highest dose FP activity change, negative = inhibition, actives largely listed as inhibitors. 270,000 tested, 0.23% active; active = well fitted inhibition curve with a large enough effect in the polarisation, with a control signal flat, not every such curve was filed as active; inconclusive = small, poorly fitted or top-dose-only effect, or effect the other way, or a change in a side signal; inactive = no such curve, though single readings can be large or run the other way; the % refers to the polarisation; note: potency is the fitted concentration of half-maximal effect; % of control where 0% means no effect; many of its hits are not listed in these tables
Mito fusion act: blocks mitochondrial division or promotes mitochondrial fusion. Potency, µM (doses to about 46.1 µM), for inactives: at the highest dose growth rescue (activation), hits mostly activators. AID 485298. S. cerevisiae fusion-defective mutant growth rescue, CellTiterGlo 48 h. 320,000 tested, 0.23% active;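 note: potency is the fitted concentration of half-maximal effect; % of control where 0% means no effect; nearly all actives have a fitted effect of over 45% in size; temperature-sensitive fusion mutants such as fzo1-1 at 37 °C on non-fermentable ethanol glycerol medium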
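Compounds are tested for their ability to restore growth of mitochondrial fusion-defective yeast strains at non-permissive 37C in YPEG medium over 48 hours. Viability is quantified by luciferase luminescence.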
MBNL1 CUG block: blocks human MBNL1 binding to CUG repeat RNA; TR-FRET MBNL1-His/biotin-(CUG)12 binding, 665/545 ratio; Potency, µM (doses to about 57.5 µM), for inactives: at the highest dose activity change, negative = inhibition, usual class: inhibitors; 280,000 tested, 0.036% active; AID 2675; active = well fitted inhibition curve with a large enough effect in the signal ratio, with a control signal flat, not every such curve was filed as active; inconclusive = small, poorly fitted or top-dose-only effect, or effect the other way, or a change in a side signal; inactive = no such curve, though single readings can be large or run the other way; the % refers to the signal ratio; note: potency is the fitted concentration of half-maximal effect; % is set by controls: 0 for no effect and ±100 for the full control effect
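TR-FRET between His-tagged MBNL1 and biotin-(CUG)12 RNA, detected with Tb anti-His antibody (0.055 ng/ul) and streptavidin-XL665 (5 nM), 60 min at room temperature. Compounds titrated 92 nM to 58 uM; 665/545 nm ratio normalized to buffer and complex controls.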
USP2a inh: USP2a (human) protease inhibition; USP2 core, Ub-CHOP2 coupled fluorogenic reporter, 485/531; Potency, µM (doses to about 38.3 µM), inactives show at the highest dose activity change, negative = inhibition, actives largely listed as inhibitors; 330,000 tested, 0.01% active; AID 463254;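 note: potency is the fitted concentration of half-maximal effect; plate controls were DMSO wells for no effect and full inhibition by NEM control for full effect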
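USP2 core (10nM final) preincubated 30min RT with compound in 20mM Tris-HCl pH 8.0, 2mM CaCl2, 2mM beta-mercaptoethanol, 0.05% CHAPS; 25nM Ub-CHOP2 plus 25nM reporter substrate added, fluorescence (Ex485/Em531) read after 60min.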
hERG WT inh: blocks the wildtype human KCNH2 potassium channel; Q12809; U2OS, BacMam KCNH2, thallium flux FluxOr; active compounds read low; activity change, % at 1.84 µM; 340,000 tested, 0.37% active; AID 720551;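 active = maximum activity change below -70%; inconclusive = maximum activity change between -70% and -50%; inactive = maximum activity change above -50%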; note: % is set by controls: 0 for no effect and ±100 for the full control effect
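U2OS cells were transduced with wild-type KCNH2 virus (2.03 x 10^8 / mL) for 4 h at room temperature, then cultured overnight at 37 C. Thallium flux was read with FluxOr dye. Rate constants were normalized to DMSO controls.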
GALK inh: inhibitors of human galactokinase | Purified GALK, Kinase-Glo residual ATP luminescence | Potency, µM (highest dose often 57.5 µM), for the others: at the top dose activity change, negative = inhibition, usual class: inhibitors | 270,000 tested, 0.007% active; note: potency is the fitted concentration of half-maximal effect; % is set by controls: 0 for no effect and ±100 for the full control effect
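Kinase-Glo Plus luminescence measured ATP left after a 1 h room-temperature reaction. The reaction used 5 nM GALK, 100 uM galactose and 35 uM ATP at pH 8.0 (20 mM HEPES, 5 mM MgCl2, 60 mM NaCl, 1 mM DTT, 0.01% BSA).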
TSHR antagonist: human thyrotropin receptor antagonism; TSHR-expressing cells, TSH-stimulated cAMP HTRF, 2 h; active compounds read low; 330,000 tested, 0.2% active; activity change, negative = inhibition, % at 11.5 µM; P16473;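 active = activity change below a set negative limit, meaning inhibition stronger than a set level, cut at about -70% in these data; inconclusive = activity change between two set negative limits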; note: % is set by controls: 0 for no effect and ±100 for the full control effect
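Freshly harvested TSHR cells receive pin-tooled compound, then EC80 TSH at 4nM final. After 2 hours at 37 deg C, antibody in lysis buffer and cAMP-d2 are added; 30 minutes at ambient temperature precede the HTRF read.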
Eya2 phos inh: blocks the phosphatase activity of human Eya2. O00167. recombinant Eya2, OMFP fluorescence dephosphorylation (OMFP is methylfluorescein phosphate). Potency, µM (titrated, usually from 76.9 µM), inactives show at the highest dose activity, negative = inhibition, hits mostly inhibitors. 330,000 tested, 0.006% active. AID 488837; note: potency is the fitted concentration of half-maximal effect; % is set by controls: 0 for no effect and ±100 for the full control effect
Target sequence (O00167 whole entry, looked up): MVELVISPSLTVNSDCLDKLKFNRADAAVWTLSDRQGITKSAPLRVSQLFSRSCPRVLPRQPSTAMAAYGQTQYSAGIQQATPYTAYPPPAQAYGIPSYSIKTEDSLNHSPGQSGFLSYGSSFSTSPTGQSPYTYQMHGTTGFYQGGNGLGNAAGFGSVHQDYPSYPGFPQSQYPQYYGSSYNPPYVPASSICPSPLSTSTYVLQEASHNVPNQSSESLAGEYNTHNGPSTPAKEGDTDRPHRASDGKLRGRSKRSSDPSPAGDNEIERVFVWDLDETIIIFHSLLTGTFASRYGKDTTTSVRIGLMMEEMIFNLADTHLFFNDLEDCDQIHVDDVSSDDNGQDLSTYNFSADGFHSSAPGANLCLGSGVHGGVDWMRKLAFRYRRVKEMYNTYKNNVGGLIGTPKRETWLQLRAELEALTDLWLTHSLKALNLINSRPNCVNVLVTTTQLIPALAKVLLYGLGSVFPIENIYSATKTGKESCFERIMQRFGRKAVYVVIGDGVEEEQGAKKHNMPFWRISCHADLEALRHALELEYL
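Eya2 (0.2 uM) preincubated 10 min at ambient with compound, then OMFP substrate added at 50 uM; 10 min reaction in 50 mM HEPES pH 7.5, 50 mM NaCl, 5 uM MgCl2, 0.05% BSA, 1 mM DTT. Fluorescence read at Ex 485/Em 525 nm.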
S-ASM inh: blocks human secretory acid sphingomyelinase | Potency, µM (series often up to 57.5 µM), for the others: at the top dose activity change, negative = inhibition, actives largely listed as inhibitors | 340,000 tested, 0.006% active | placental ASM, HMU-PC fluorogenic substrate, 60 min | P17405; note: potency is the fitted concentration of half-maximal effect
Target sequence (P17405 47-631 limits assumed): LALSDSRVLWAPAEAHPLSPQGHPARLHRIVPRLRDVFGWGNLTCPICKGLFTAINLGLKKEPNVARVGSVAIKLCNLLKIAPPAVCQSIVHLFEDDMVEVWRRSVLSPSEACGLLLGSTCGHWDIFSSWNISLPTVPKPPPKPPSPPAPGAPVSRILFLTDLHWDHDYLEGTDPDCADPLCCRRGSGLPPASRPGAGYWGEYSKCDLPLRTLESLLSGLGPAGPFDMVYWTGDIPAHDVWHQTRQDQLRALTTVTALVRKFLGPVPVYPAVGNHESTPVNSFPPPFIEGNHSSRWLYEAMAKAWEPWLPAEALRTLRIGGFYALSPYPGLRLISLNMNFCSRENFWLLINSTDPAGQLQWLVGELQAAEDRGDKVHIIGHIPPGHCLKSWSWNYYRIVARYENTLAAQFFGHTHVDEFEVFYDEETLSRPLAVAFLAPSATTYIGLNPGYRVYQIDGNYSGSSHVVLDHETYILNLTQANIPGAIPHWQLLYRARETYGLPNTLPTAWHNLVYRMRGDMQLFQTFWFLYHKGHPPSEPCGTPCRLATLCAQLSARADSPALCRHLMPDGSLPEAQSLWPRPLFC
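Steps: dispense placental human ASM, pin compound, wait 10 min at room temperature, add HMU-PC0 substrate at 9 uM final, incubate 60 min at 37 °C, add stop solution raising pH to 10, read fluorescence.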
* hit, by the source's call; i = inactive; ? = inconclusive; . = not tested or not shown; [ ] = another dose, or the depositor's remark. Unless noted, calls come from the whole dose curve; as a rule, active = well fitted curve in the direction sought with a large enough effect; inconclusive = small, poorly fitted or top-dose-only effect, or another doubt; inactive = no such curve, though single readings can be large; an effect the other way counts as inactive or inconclusive. Not all compounds are listed; count on the stated rates, not on these rows.

entry	molecule	PKM2 act	Chronic BCR inh	Menin-MLL TR inh	Mito fusion act	MBNL1 CUG block	USP2a inh	hERG WT inh	GALK inh	TSHR antagonist	Eya2 phos inh	S-ASM inh
1	Cc1cc(C)c(C)c(S(=O)(=O)N[C@@H](C)C(=O)OC(C)C(=O)NC(N)=O)c1C (stereo partly drawn)	5%	?	.	-6%	0%	3%	-7	-1%	2	12%	0%
2	Cc1cc(N2C(=O)C(O)=C(C(=O)c3ccc(C)o3)C2c2cccs2)no1 (stereo not drawn)	-1%	?	-3%	5%	79%[activator]	0%	-9	0%	3	3%	7%
3	O=C(CN1CCCC1)Nc1ccc(-c2nc3cc(NC(=O)CN4CCCC4)ccc3o2)cc1	0%	2%	?	5%	-7%	0%	6	-1%	10	-36%	13%
4	CCCN(C(=O)CSc1nc2cc(S(=O)(=O)N(CC)CC)ccc2o1)C1CCS(=O)(=O)C1 (stereo not drawn)	.	4%	.	2%	.	1%	9	.	-6	-23%	-3%
5	COc1ccc(N2C(=O)C(CN3CCN(C)CC3)C2c2ccccc2)cc1 (stereo not drawn)	-2%	2%	-10%	-2%	5%	1%	.	0%	-2	-2%	5%
6	CCNc1cc2oc(=O)c(CN3CCOCC3)c(C)c2cc1C	-1%	-1%	-7%	-1%	30%	1%	-7	4%	9	21%	i
7	O=C(COc1ccccc1N1C(=O)C2C3C=CC(C3)C2C1=O)c1ccccc1 (stereo not drawn)	-9%	2%	.	0%	.	3%	1	8%	-11	-18%	-2%
8	O=C(Nc1cccnc1)OCc1ccccc1	2%[11.5 µM]	0%	1%	1%	-3%	3%	-3	7%	9	-6%	-5%
9	COc1cc(/C=C/C(=O)N(C)CC(=O)Nc2ccccc2Br)cc2c1OCCO2	.	?	.	4%	.	2%	-10	.	-4	-2%	3%
10	O=S(=O)(Nc1nccs1)c1ccc(F)cc1	-13%	13%	-10%	2%	-5%	0%	0	2%	-10	-1%	5%
11	O=C(O)CSc1nnc(-c2ccco2)o1	3%	-1%	-8%	1%	1%	-1%	-2	9%	-2	8%	-1%
12	CC(C)(C)N(Cc1ccccc1)C(=O)COC(=O)c1ccc(S(=O)(=O)N2CCOCC2)cc1	.	-3%	.	.	.	-15%	-9	.	-32	2%	-1%
13	Cc1ccccc1NS(=O)(=O)c1ccc(OCC(=O)NCc2ccco2)cc1	30%	-2%	3%	6%	-8%	1%	-14	-4%	-3	-10%	-1%
14	CCN1CCC(O)(C#Cc2ccccc2)CC1	.	2%	11%	11%	-10%	3%	6	-2%	-2	9%	0%
15	COc1cccc(CNC(=O)CCC(=O)N2CCSc3ccccc32)c1OC	1%	5%	-22%	3%	1%	4%	-13	.	4	-1%	-6%
16	Cc1cccc(N2C(=O)N3[C@@H]4c5ccccc5OC[C@@H]4[C@@H](c4ccccc4)[C@@]3(C)C2=O)c1	-8%	?	0%	8%	-3%	1%	-13	.	-18	3%	0%
17	CCN1CCN(c2nc3c(c(=O)[nH]c(=O)n3C)n2Cc2ccccc2)CC1	0%	-4%	3%	1%	-10%	3%	10	-3%	10	-6%	-3%
18	C[C@@H](NC(=O)[C@@H]1Cc2ccccc2CN1)C(=O)Nc1ccc2c(c1)OCCO2	.	?	-2%	10%	-7%	0%	7	4%	35	-9%	2%
19	Cc1nc(SCc2ccccc2)n[nH]1	-4%	?	9%	5%	5%	-1%	-5	-2%	12	-7%	5%
20	Cc1ccc(SCC(=O)Nc2nccs2)cc1	-2%	?	0%	-5%	-6%	0%	7	6%	11	2%	0%
21	COc1ccc(NS(=O)(=O)c2cccc(C(=O)NNC(=O)CNC(=O)c3ccccc3)c2)cc1	-5%	?	.	-4%	-4%	-8%	0	-2%	-1	-2%	-3%
22	O=C(Oc1cc(-c2ccccc2)no1)c1cccc(C(F)(F)F)c1	-10%	-1%	-11%	-2%	-19%	0%	-12	0%	11	21%	4%
23	CCOc1ccc(S(=O)(=O)N/N=C(\C)C2CCCCC2)cc1	-8%	-1%	-10%	4%	-6%	0%	3	2%	11	10%	1%
24	CCC(=O)N(CCC(Cc1ccccc1)c1ccc2c(c1)OCO2)Cc1ccccc1F (stereo not drawn)	-1%	?	?	-4%	6%	0%	2	5%	17	-9%	-2%
25	CCOc1cc(C2C(C#N)=C(N)OC(C)=C2C(C)=O)cc(Br)c1O (stereo not drawn)	0%	?	-8%	8%	4%	17%	-4	2%	12	-1%	0%
26	COc1cccc(/C=N/NC(=O)CCn2cnc3ccccc32)c1	-3%	-15%	.	-7%	-3%	0%	8	6%	11	-3%	1%
27	CCCCN(C(=O)C1CC(=O)N(c2ccc3c(c2)OCCO3)C1)c1c(N)n(CC(C)C)c(=O)[nH]c1=O (stereo not drawn)	.	-5%	.	1%	.	1%	-152*	.	4	20%	0%
28	CNC(=O)CSCc1c(Cl)cccc1Cl	0%	-4%	10%	0%	-6%	2%	5	0%	1	-22%	2%
29	O=C(Nc1ccc(F)cc1)c1ccccc1Oc1ccc(C(F)(F)F)cc1[N+](=O)[O-]	0%	11%	5%	?	.	-1%	1	2%	57	-10%	-10%
30	COCCn1c(-c2ccc(OC)cc2)nc2ccccc21	6%	?	-12%	-13%	0%	1%	-7	0%	11	14%	3%
31	Nc1[nH]n(-c2ccccc2)c(=O)c1N=Nc1ccccc1[N+](=O)[O-]	-4%	?	?	4%	8%	4%	-10	3%	-21	10%	1%
32	COc1ccc(C(=O)N2CCN(c3ncnc4c(-c5ccccc5)nsc34)CC2)cc1	-1%	5%	-3%	-1%	-3%	-1%	0	-3%	-6	2%	-10%
33	CCC(C)NC(=O)CCc1c(C)nc2c(c(C)nn2-c2ccccc2)c1C (stereo not drawn)	.	-2%	-14%	8%	-3%	3%	-8	-4%	-8	-20%	-10%
34	COc1ccc(OC)c(N(CC(=O)NCc2ccccc2)S(=O)(=O)c2ccc(OC)c(OC)c2)c1	16%	11%	.	7%	?	3%	3	-2%	41	9%	1%
35	COc1ccc(S(=O)(=O)Nc2c(C)c(C)cc3c2ncn3C)cc1	3%	6%	2%	10%	.	-1%	1	-1%	-9	-8%	5%
36	Cc1occc1C(=O)NCc1nc(-c2ccccc2)no1	.	1%	15%	-14%	2%	9%	4	-2%	-20	-4%	4%
37	O=C(CN(C(=O)c1csnn1)c1ccc(F)c(Cl)c1)NCc1ccccc1	.	2%	7%	2%	-19%	3%	-9	5%	-7	-7%	-2%
38	Cc1cc(Nc2nn(C)c(N)c2C#N)ccc1F	1%	-1%	18%	4%	-3%	1%	-1	3%	8	4%	-10%
39	Cc1ccc(CC(=O)NC2CCN(Cc3ccccc3)CC2)cc1	0%	2%	-20%	5%	-1%	3%	0	-3%	30	-2%	6%
40	O=C(O)CCCC(=O)Nc1nncs1	0%	5%	-2%	2%	9%	0%	1	12%	-8	7%	-2%
41	Nc1nonc1C(=O)N/N=C/c1ccc(Br)o1	-5%	5%	.	-1%	.	-1%	-5	-3%	-1	18%	-1%
42	O=C(Cn1cncn1)NCCC(c1ccccc1)c1ccccc1	-1%	1%	2%	9%	2%	0%	-1	2%	1	5%	-2%
43	CS(=O)(=O)N(CC(=O)N1CCc2ccccc2C1)c1ccccc1Br	21%	0%	3%	3%	-7%	2%	4	-4%	6	11%	-2%
44	Cc1c(C(=O)N2CCCCCC2)nnn1-c1nonc1N	-4%	11%	?	5%	-17%	0%	5	4%	-1	-8%	3%
45	CNc1oc(Cc2ccccc2)nc1S(=O)(=O)c1ccc(Cl)cc1	-5%	-1%	-4%	-2%	5%	0%	9	-2%	-5	-1%	-1%
46	Cc1ccc2c(c1)c(-c1csc(N)n1)c(C)n2C	.	?	-2%	-4%	-8%	2%	-4	-2%	-9	-8%	0%
47	CCN1C(=O)N(CC)C(O)(c2ccccc2)C1(O)c1ccccc1 (stereo not drawn)	-1%	6%	-8%	-6%	2%	1%	-17	-3%	-7	-2%	-1%

Screens as filed in PubChem.
